# GAA inh: blocks human lysosomal alpha-glucosidase. P10253. purified human GAA, 4-MU-alpha-glucoside fluorescence. Potency, µM (doses to about 76.9 µM), for the others: at the top dose activity change, negative = inhibition, usual class: inhibitors. 200,000 compounds, 0.005% hits. AID 1466;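 note: plate controls were uninhibited enzyme wells for no effect and no-enzyme background for full effect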
#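 Activity normalized between no-enzyme (basal) and enzyme-only wells. Conditions: 4 nM human enzyme, 400 uM fluorogenic substrate, citrate/phosphate pH 5.0 with Tween-20, 20 min room temperature, compounds up to 77 uM.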
# SMN2 splice enh: SMN2 splice variant enhancement | HEK293 SMN2-luciferase splicing reporter, luminescence, 30-36 h | Potency, µM (highest dose often 46.1 µM), inactives show at the highest dose activity change, positive = activation, actives largely listed as activators | 210,000 compounds, 2.8% hits; note: % of control where 0% means no effect; nearly all actives have a fitted effect of over 55% in size
#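 HEK293 cells carry an SMN2 […]–luciferase reporter in which exon 7 inclusion puts luciferase in frame. Cells were plated 10-12 h before compound addition, then incubated 30-36 h at 37C. ONE-Glo luminescence was read; sodium butyrate at 4.5 mM final served as control.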
# RGS12 GoLoco inh: RGS12 GoLoco-Gai1 interaction inhibition | Potency, µM (doses to about 61.6 µM), inactives show at the top dose activity, negative = inhibition, usual class: inhibitors | Gai1:RGS12 GoLoco peptide FP, rhodamine, 10 min | P63096 | 230,000 compounds, 0.44% hits; active = well fitted inhibition curve with a large enough effect, not every such curve was filed as active; inactive = no such curve, though single readings can be large or run the other way; note: % is set by controls: 0 for no effect and ±100 for the full control effect; nearly all actives have a fitted effect of over 30% in size; many of its hits are not listed in these tables
# Target sequence (P63096 whole entry, looked up): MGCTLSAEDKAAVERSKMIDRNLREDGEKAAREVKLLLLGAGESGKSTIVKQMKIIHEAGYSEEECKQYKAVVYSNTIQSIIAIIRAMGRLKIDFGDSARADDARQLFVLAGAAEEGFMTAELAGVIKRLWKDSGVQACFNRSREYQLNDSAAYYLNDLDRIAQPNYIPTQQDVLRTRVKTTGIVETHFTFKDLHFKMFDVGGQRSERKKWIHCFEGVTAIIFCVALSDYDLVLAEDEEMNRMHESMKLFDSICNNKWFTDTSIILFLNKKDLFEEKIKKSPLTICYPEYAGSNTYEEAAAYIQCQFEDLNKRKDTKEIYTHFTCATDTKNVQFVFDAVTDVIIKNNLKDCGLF
# GAA glycogen: inhibitors or activators of human alpha-glucosidase glycogen cleavage; P10253; recombinant GAA, glycogen substrate, Amplex Red glucose oxidase fluorescence; Potency, µM (highest dose often 76.4 µM), for the others: at the highest dose activity change, negative = inhibition, usual class: inhibitors; 300,000 compounds, 0.38% hits;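 note: 0% = full enzyme reaction and -100% = no-enzyme basal signal; the screen sought inhibitors and activators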
#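 qHTS, 1536-well; enzyme 4 nM final; cpd up to 77 uM; substrate bovine liver glycogen 30 ug; 50 mM citrate/phosphate pH 5.0, 0.01% Tween-20; 37 C, 40 min; Amplex Red detection 45 min RT; Hill fit → AC50.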
# aGlu spleen mod: inhibits or activates alpha-glucosidase in human spleen homogenate | AID 2112 | Potency, µM (top dose mostly 79.9 µM), inactives show top-dose activity change, negative = inhibition, actives largely listed as inhibitors | 240,000 compounds, 0.006% hits | human spleen homogenate, 4-MU-alpha-glucoside fluorescence;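 note: 0% = enzyme with vehicle and -100% = no enzyme basal signal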
#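 Human spleen homogenate (1 ug) with 4-methylumbelliferyl-alpha-D-glucopyranoside (1 mM final) in 50 mM citrate/phosphate pH 5.0, 0.01% Tween-20; 40 min at 37 C. Stopped at pH 10; 4-MU fluorescence Ex 365/Em 440 nm; AC50 by Hill fit.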
# GLA spleen mod: inhibits or activates alpha-galactosidase in human spleen homogenate | 240,000 compounds, 0.008% hits | AID 2107 | Potency, µM (top dose mostly 80 µM), inactives show at the top dose activity change, negative = inhibition, most hits filed as inhibitors | human spleen homogenate, 4MU-alpha-Gal fluorescence, 40 min;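 note: 0% = enzyme with vehicle and -100% = no enzyme basal signal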
# Target sequence (P06280 32-429 limits assumed): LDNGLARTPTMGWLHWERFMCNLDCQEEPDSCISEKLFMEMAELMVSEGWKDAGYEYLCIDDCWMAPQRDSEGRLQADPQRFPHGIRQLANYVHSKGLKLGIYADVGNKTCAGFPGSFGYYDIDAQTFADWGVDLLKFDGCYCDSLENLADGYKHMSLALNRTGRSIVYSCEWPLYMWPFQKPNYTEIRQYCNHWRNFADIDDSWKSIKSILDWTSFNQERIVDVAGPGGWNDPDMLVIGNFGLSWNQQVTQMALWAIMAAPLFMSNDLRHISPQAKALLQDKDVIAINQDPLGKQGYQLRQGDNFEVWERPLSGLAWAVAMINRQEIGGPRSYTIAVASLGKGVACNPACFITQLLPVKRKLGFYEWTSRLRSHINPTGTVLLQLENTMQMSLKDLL
#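 Human spleen homogenate (1 ug) as enzyme source, 4-methylumbelliferyl-alpha-D-galactopyranoside 1 mM final, citrate/phosphate pH 5.0 with 0.01% Tween-20. Compounds 40 min at 37C, NaOH/glycine stop; fluorescence Ex 365/Em 440, Hill-fit AC50.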
# ALDH1A1 block: ALDH1A1 (human) enzyme inhibition. Purified ALDH1A1, NADH fluorescence, propionaldehyde substrate. 220,000 compounds, 7.3% hits. P00352. Potency, µM (top dose mostly 75.3 µM), for the others: at the top dose activity, negative = inhibition, most hits filed as inhibitors; active = well fitted inhibition curve with a large enough effect, not every such curve was filed as active; inconclusive = small, poorly fitted or top-dose-only effect, or another doubt; inactive = no such curve, though single readings can be large or run the other way;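 note: plate controls were no enzyme wells and a reference inhibitor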
# JMJD2E inh: JMJD2E (human) inhibition; B2RXH2; JMJD2E catalytic domain, FDH-coupled NADH fluorescence (FDH is formaldehyde dehydrogenase); Potency, µM (series often up to 57.1 µM), for the others: at the highest dose activity change, negative = inhibition, actives largely listed as inhibitors; 230,000 compounds, 1.6% hits; AID 2147; active = well fitted inhibition curve with a large enough effect, not every such curve was filed as active; inconclusive = small, poorly fitted or top-dose-only effect, or another doubt; inactive = no such curve, though single readings can be large or run the other way;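 note: 0% = wells with enzyme and -100% = buffer wells without enzyme; nearly all actives have a fitted effect of over 50% in size; many of its hits are not listed in these tables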
# Target sequence (B2RXH2 1-337 limits assumed): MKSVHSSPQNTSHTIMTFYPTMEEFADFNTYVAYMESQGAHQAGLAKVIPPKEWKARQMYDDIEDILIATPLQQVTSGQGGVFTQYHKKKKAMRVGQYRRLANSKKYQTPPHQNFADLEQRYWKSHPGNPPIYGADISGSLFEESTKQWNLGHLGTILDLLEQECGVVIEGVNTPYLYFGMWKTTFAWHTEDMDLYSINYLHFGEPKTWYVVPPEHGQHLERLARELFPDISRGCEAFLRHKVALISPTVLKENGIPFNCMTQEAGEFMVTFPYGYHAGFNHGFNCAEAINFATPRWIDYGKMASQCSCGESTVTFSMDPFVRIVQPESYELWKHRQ
# Active calls of the source: *; u = inconclusive; x = no result given; & = joins results of further samples; ! = a repeat was not active; [ ] = remark or other dose. Unless noted, calls come from the whole dose curve; as a rule, active = well fitted curve in the direction sought with a large enough effect; inconclusive = small, poorly fitted or top-dose-only effect, or another doubt; inactive = no such curve, though single readings can be large; an effect the other way counts as inactive or inconclusive. Potency is the fitted concentration of half-maximal effect. Some of the compounds tested; count on the stated rates, not on these rows.
SMILES,GAA inh,SMN2 splice enh,RGS12 GoLoco inh,GAA glycogen,aGlu spleen mod,GLA spleen mod,ALDH1A1 block,JMJD2E inh
N#CCCn1cc(C(=O)Nc2ccc([N+](=O)[O-])cc2)c(-c2ccc3c(c2)OCCO3)n1,-1.1%,u,2.7%,4.1%,-8.4%,-6.1%,0.9%,-2.2%
CN1C(=O)NC(=O)/C(=C/c2ccc([N+](=O)[O-])o2)C1=O,-2.2%,x,-23.7%,-14.7%,0.8%,0.8%,u,u
Oc1ccccc1Cl,x,-6.8%,-1.8%,x,-9.6%,3.8%,20.8%,x
CC1=NNC(=O)C1Cc1ccc(F)cc1 (stereo not given),x,x,1.8%,u,0.2%,-0.2%,x,-0.5%
CCCc1nnc(NC(=O)CCC(=O)N2CCC3(CC2)OCCO3)s1,x,x,11.6%,-0.6%,-1.1%,7.9%,x,-1.0%
CNC(=O)Oc1ccc2c(c1)C(=O)c1ccccc1CO2,-5.9%,-57.9%[inhibitor],4.7%,6.8%,2.2%,-7.6%,11.2µM*,-2.2%
CCCCCCCCCCCCC/C=C/[C@@H](O)[C@@H](N)COP(=O)(O)O,x,-2.5%,22.4µM*!,x,8.9%&2.0%,-0.1%&3.9%,15.8%&-3.8%,-5.2%
O=C(N/N=C/c1c(O)n(Cc2ccco2)c(=O)[nH]c1=O)c1ccccc1,x,x,10.9%,0.9%,-6.7%,8.3%,x,u
C1CC[C@H]([C@@]23C[C@H](C[C@H]4CCCN[C@H]42)[C@@H]2CCCCN2C3)NC1,x,-12.7%,1.7%,x,3.1%,0.0%,5.5%,-2.0%
COc1ccc(/C=C2/C(=O)NC(=O)N(Cc3ccco3)C2=O)cc1,20.5%,-24.7%,15.0%,10.5%,4.3%,4.5%,3.3%,-2.0%
O=C(NCc1cccnc1)NC1CCCCC1,3.4%,27.9%,0.7%,-1.9%,-1.9%,-5.9%,-6.2%,-0.3%
COC(C/C=C/C=C/CC/C=C\CC(C)/C=C\C(=C/C(=O)O)CC(=O)O)/C(C)=C\C=C(/C)C(=O)O (stereo not given),x,7.9%,8.0%,x,0.2%,6.4%,0.3%,x
CCCNC(=O)c1c(N)n(Cc2ccc3c(c2)OCO3)c2nc3ccccc3nc12,u,-11.4%,8.8%,-14.4%,-5.4%,0.1%,u,u
NCC#Cc1ccccc1,x,-0.1%,7.1%,x,7.1%,10.4%,-2.0%,-26.3%
CCOCCCn1c(N)c(C(=O)Nc2sc3c(c2C(=O)OC)CCCC3)c2nc3ccccc3nc21,-3.6%,u,77.6%[activator],-3.1%,0.4%,5.6%,u,3.0%
Cc1cc(N2CCCCC2)ccc1C=C1C(=O)N(C)C(=S)N(C)C1=O,-4.2%,-53.6%[inhibitor],273.7%[activator],-27.7%,8.1%,10.1%,31.6µM*,-18.8%
Cc1ccc(CN2CCN(Cc3ccccc3F)CC2)cc1,3.4%,-4.9%,0.1%,-1.7%,-4.5%,-3.4%,u,12.6µM*
Cc1cc(OC(=O)N(C)C)nc(SCc2c(Cl)cccc2Cl)n1,-12.8%,x,1.6%,4.4%,2.9%,0.8%,-2.8%,-19.0%
Cc1nonc1OCCNc1ccc([N+](=O)[O-])c2cccnc12,-2.2%,-17.7%,-3.1%,-2.9%,-3.9%,-6.7%,u,-0.4%
CCOC(=O)C1=C(C)OC(N)=C(C(=O)OCC)C12C(=O)Nc1ccc(Br)cc12 (stereo not given),-14.1%,22.8%,-10.4%,-4.5%,-2.5%,-3.6%,6.3%,6.5%

# Another view of some results above.
molecule	GAA inh	SMN2 splice enh	RGS12 GoLoco inh	GAA glycogen	aGlu spleen mod	GLA spleen mod	ALDH1A1 block	JMJD2E inh
C1CC[C@H]([C@@]23C[C@H](C[C@H]4CCCN[C@H]42)[C@@H]2CCCCN2C3)NC1	x	-12.7%	1.7%	x	3.1%	0.0%	5.5%	-2.0%
COc1ccc(/C=C2/C(=O)NC(=O)N(Cc3ccco3)C2=O)cc1	20.5%	-24.7%	15.0%	10.5%	4.3%	4.5%	3.3%	-2.0%
O=C(NCc1cccnc1)NC1CCCCC1	3.4%	27.9%	0.7%	-1.9%	-1.9%	-5.9%	-6.2%	-0.3%

# Remaining list, next part
SMILES,GAA inh,SMN2 splice enh,RGS12 GoLoco inh,GAA glycogen,aGlu spleen mod,GLA spleen mod,ALDH1A1 block,JMJD2E inh
Cc1ccccc1N1C(=O)CC(=O)NC1=O,-1.9%,6.1%,8.1%,7.3%,5.3%,4.6%,-6.4%,-2.0%
O=C1NC(=O)N(Cc2ccccc2)C(=O)/C1=C/c1cnn(-c2ccccc2)c1,-13.6%,1.4%,-3.6%,1.9%,-1.9%,1.9%,10µM*,u
CCN1C(=O)C(=C/C=C/c2ccco2)C(=O)N(CC)C1=S,-4.5%,-10.3%,-54.8%,-12.2%,1.0%,-0.4%,1.26µM*,15.8µM*
O=C1CCC[C@H]2[C@@H]3CCCN4CCC[C@H](CN12)[C@H]34,x,x,12.3%,x,-5.1%,3.4%,-4.6%,x
C=C1C(=O)O[C@@H]2C[C@@H](C)[C@@H]3C=CC(=O)[C@@]3(C)[C@@H](O)[C@H]12,x,-45.6%[inhibitor],18.3%&-21.2%,7.8%,15.7%&3.9%,u,u,9.5%
CCN(CC)c1ccc(NC(=O)c2cccc(C)c2)cc1S(=O)(=O)Nc1ccccc1OC,-3.6%,-7.7%[1.84 µM],-4.7%,2.8%,-2.0%,0.4%,14.1µM*,u
CN(C)C(=O)Oc1noc2cc(Cl)ccc12,2.7%,x,7.4%,15.1%,-0.5%,-5.4%,u,-1.9%
Clc1ccc(C(c2ccc(Cl)cc2)n2cc[n+](CC(OCc3ccc(Cl)cc3Cl)c3ccc(Cl)cc3Cl)c2)cc1 (stereo not given),x,-65.8%[inhibitor],4.2%,x,3.9%&-6.1%,u,-10.4%,-25.4%
N#CSCSC#N,x,-97.8%[inhibitor],-13.4%,x,0.6%,-9.3%,0.112µM*,x
Cc1ncc(CN2CCCC(C(=O)c3ccc(C(C)(C)C)cc3)C2)s1 (stereo not given),u,x,23.2%,-7.4%,0.3%,-1.8%,-9.2%,-3.1%
CCCCOc1ccc(CN2CCN(CCO)CC2)cc1,2.0%,-11.8%,-1.7%,2.3%,2.3%,-0.1%,16.3%,4.4%
COc1ccc(CN2CCNCC2)c(OC)c1OC,x,-5.4%[20.6 µM],-0.9%[21.6 µM],19.6%[76.3 µM],3.1%[29.1 µM],0.6%[29.1 µM],-0.9%[20.9 µM],1.0%[25.5 µM]
CCCCn1c(O)c(C(C)=NC(Cc2c[nH]c3ccccc23)C(=O)OC)c(=O)[nH]c1=O (stereo not given),u,21.8%,12.1%,-0.9%,1.3%,-1.7%,-11.3%,-14.7%
Clc1cc(Cl)c(-c2cc(Cl)c(Cl)cc2Cl)cc1Cl,x,2.3%,-8.2%,x,6.0%,-10.1%,-15.1%,x
CCCCn1c(O)c(/C=N/NC(=O)c2ccncc2)c(=O)[nH]c1=S,x,x,176.4%[activator],-3.0%,5.3%,-1.5%,x,u
O=C1NC(c2cccnc2)Nc2sc3c(c21)CCCC3 (stereo not given),u,27.9%,-1.4%,-13.1%,6.6%,2.0%,u,u
Cc1ccc(-n2c(O)c(C=NCCN(C)C)c(=O)[nH]c2=O)cc1,-5.2%,-5.1%,-0.6%,-1.5%,-10.5%,6.7%,-0.2%,-1.0%
O=C(Nc1ccc(Cl)cc1C(=O)c1ccccc1)c1ccco1,5.7%,-20.9%,-0.1%,3.4%,3.7%,13.0%,-10.3%,2.6%
O=c1[nH]c(=O)n(CCC2=CCCCC2)c(O)c1C=NCCN1CCNCC1,-3.8%,6.7%,89.3%[activator],4.9%,0.3%,5.2%,14.1µM*,-4.4%
CC(C)(C)c1ccc(O)c(CN2CCN(c3ccccc3)CC2)c1,-7.9%,-33.0%,3.3%,4.6%,-0.6%,-4.1%,5.2%,-4.6%
N#CCN1CCN(c2ccc(C(F)(F)F)cc2)CC1,3.1%,-6.7%,-10.8%,8.8%,0.3%,-1.7%,12.4%,3.1%
Cc1ccc2c(C)cc[n+](CCCS(=O)(=O)[O-])c2c1,6.9%,-5.2%[1.84 µM],2.3%,10.8%,-10.4%,-11.0%,u,u
COC(=O)CSC1=NP(=S)(SCC(=O)OC)N2CCCC2=C1C#N (stereo not given),-5.3%,-4.4%,6.1%,-3.3%,3.3%,3.5%,u,u
CCc1ccc(OCC(=O)N2CCN(Cc3ccc4c(c3)OCO4)CC2)cc1,-3.7%,x,8.0%,-10.4%,-2.6%,1.8%,-2.7%,-6.2%
CCCOP(=O)(OCCC)c1nc(-c2ccccc2)oc1NCc1ccccc1,u,-6.0%,2.9%,-20.2%,-7.1%,3.0%,u,2.7%
CN1C[C@H](C(=O)N[C@]2(C)O[C@]3(O)[C@H]4CCCN4C(=O)[C@H](Cc4ccccc4)N3C2=O)C[C@H]2c3cccc4[nH]cc(c34)C[C@@H]21,x,10.7%[20.6 µM],12.6%[21.6 µM],x,-0.8%[29.1 µM],-0.9%[29.1 µM],u,-5.1%[25.5 µM]
COc1cc(C(O)P(=O)(OC2CCCCC2)c2ccc(N(C)C)cc2)cc(OC)c1OC (stereo not given),0.2%,-0.9%,-1.9%,-0.4%,2.7%,u,u,-7.8%
Cn1c(=O)cc(OCC(=O)N2CCN(C3CCCCC3)CC2)c2ccccc21,-4.4%,u,7.2%,-12.9%,-0.1%,1.6%,15.3%,-2.6%
COc1ccc(C)cc1NC1=NCCCS1,6.5%,2.4%,10.9%,6.3%,-10.3%,-0.3%,9.2%,8.4%
O=C(NCCCn1ccnc1)C(Cl)(Cl)Cl,-1.3%,16.9%,13.0%,-3.3%,1.0%,6.1%,-0.5%,7.0%
C[N+](C)(C)c1ccccc1,4.7%,-4.8%,-20.7%,3.2%,1.3%,2.7%,-3.4%,-25.2%
CN1CCN(c2nc3ccccn3c(=O)c2C=C2C(=O)N(C)C(=O)N(C)C2=O)CC1,-0.1%,16.3%,-5.3%,-3.9%,-0.2%,8.3%,u,-10.6%
